IMPase cell inh – cell-permeable inhibitors of inositol monophosphatase (IMPase) | P97697 | CHO-M1 cells, IP1 accumulation, HTRF TR-FRET ratio | inhibition (IP1 accumulation), % at 46.1 µM | 120,000 tested, under 10 active | AID 901; active = well fitted curve in the direction sought with a large enough effect in the signal ratio, not every such curve was filed as active; inconclusive = small, poorly fitted or top-dose-only effect, or a change in a side signal; inactive = no such curve, though single readings can be large or run the other way; the % refers to the signal ratio;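 note: cells stimulated with carbachol in lithium chloride buffer; plate controls were DMSO basal wells for no effect and reference inhibitor wells for full effect; higher means more IMPase inhibition seen as more IP1 and lower FRET ratio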
Target sequence (P97697 whole entry, looked up): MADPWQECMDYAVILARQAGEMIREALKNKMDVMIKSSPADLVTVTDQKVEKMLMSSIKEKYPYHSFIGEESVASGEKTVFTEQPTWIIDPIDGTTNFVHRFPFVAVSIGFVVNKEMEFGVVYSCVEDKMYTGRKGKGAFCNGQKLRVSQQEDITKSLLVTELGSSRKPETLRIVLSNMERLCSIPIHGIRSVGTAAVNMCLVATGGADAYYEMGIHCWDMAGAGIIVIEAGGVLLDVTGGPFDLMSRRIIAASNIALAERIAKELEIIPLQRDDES
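Elevated IP1 in lysates lowers TR-FRET signal (665/620 ratio and 620 channel reported). Cells were CHO-M1, given carbachol (50 uM as added) plus 50mM LiCl, pH 7.4, 30 min, 37C; compounds titrated up to 46 uM; AC50 by Hill equation.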
ALOX15B inhib – 15-hLO-2 (ALOX15B) enzyme inhibition | O15296 | purified 15hLO-2, xylenol orange hydroperoxide absorbance | Potency, µM (top dose mostly 57.1 µM), for inactives: top-dose activity change, negative = inhibition, hits mostly inhibitors | 110,000 compounds, 0.56% hits | AID 881; note: potency is the fitted concentration of half-maximal effect; nearly all actives have a fitted effect of over 60% in size; many of its hits are not listed in these tables
Target sequence (O15296 whole entry, looked up): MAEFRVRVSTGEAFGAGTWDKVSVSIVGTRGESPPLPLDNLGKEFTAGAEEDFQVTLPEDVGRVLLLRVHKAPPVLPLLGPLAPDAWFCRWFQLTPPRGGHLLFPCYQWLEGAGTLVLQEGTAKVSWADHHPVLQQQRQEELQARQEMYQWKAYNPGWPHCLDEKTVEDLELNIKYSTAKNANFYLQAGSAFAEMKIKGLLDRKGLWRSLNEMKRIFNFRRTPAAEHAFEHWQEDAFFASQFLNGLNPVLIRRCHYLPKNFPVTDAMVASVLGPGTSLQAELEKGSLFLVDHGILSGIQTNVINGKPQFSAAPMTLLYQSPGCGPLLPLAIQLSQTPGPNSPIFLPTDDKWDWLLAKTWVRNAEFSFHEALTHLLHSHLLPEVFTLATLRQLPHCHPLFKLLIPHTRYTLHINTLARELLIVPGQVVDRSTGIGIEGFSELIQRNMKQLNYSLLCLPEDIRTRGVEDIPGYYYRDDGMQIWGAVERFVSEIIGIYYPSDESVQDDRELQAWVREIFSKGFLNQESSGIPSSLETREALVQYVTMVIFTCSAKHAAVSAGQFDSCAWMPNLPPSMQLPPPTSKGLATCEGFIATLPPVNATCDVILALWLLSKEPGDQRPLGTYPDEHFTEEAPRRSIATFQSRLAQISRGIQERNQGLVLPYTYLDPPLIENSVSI
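Purified human 15hLO-2 (50 nM) preincubated 15 min with compound, then 45 uM arachidonic acid for 90 min at RT in 25 mM Hepes pH 7.5, 0.01% Triton X-100. Hydroperoxide detected by Fe-xylenol orange; 573/405 nm absorbance ratio.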
PNC assembly inh – perinucleolar compartment assembly inhibition; PC3M PTB-GFP, PNC prevalence imaging, 16 h; stronger effect = lower value; activity change (PNC), negative = inhibition, % at 10 µM; 140,000 compounds, 3.1% hits;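 active = readout at or below -70, meaning at least 70% loss of cells showing the perinucleolar compartment, a nuclear body marking cancer cells; inconclusive = readout between -30 and a set limit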;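 note: plate controls were DMSO wells for no effect and camptothecin positive control wells for full effect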
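PC3M cells stably expressing PTB-GFP, 750–1000 cells/well, treated 16 h at 37 °C with compound (23 nl of library stock), in duplicate. After paraformaldehyde fixation and Hoechst stain, imaged at 20x; PNC prevalence scored by image analysis.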
12-hLO inh – 12-hLO (ALOX12) enzyme inhibition; P18054; Potency, µM (doses to about 57.1 µM), for inactives: top-dose activity change, negative = inhibition, actives largely listed as inhibitors; AID 1452; 150,000 compounds, 0.12% hits; purified 12-hLO, xylenol orange hydroperoxide absorbance; note: potency is the fitted concentration of half-maximal effect; nearly all actives have a fitted effect of over 55% in size; many of its hits are not listed in these tables
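Purified human 12hLO (150 nM), preincubated 15 min with compound, then 40 uM arachidonic acid for 30 min, room temperature, Hepes pH 7.0 with 0.01% Triton X-100. Hydroperoxide detected by ferrous iron/xylenol orange; 573/405 nm absorbance ratio gives reaction progress.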
An asterisk follows results filed as active; ? = inconclusive; nt = not tested or not shown; & = joins results of further samples; [ ] = another dose, or the depositor's remark. Unless noted, calls come from the whole dose curve; as a rule, active = well fitted curve in the direction sought with a large enough effect; inconclusive = small, poorly fitted or top-dose-only effect, or another doubt; inactive = no such curve, though single readings can be large; an effect the other way counts as inactive or inconclusive. Unless noted, % is set by controls: 0 for no effect and ±100 for the full control effect.

Structure,IMPase cell inh,ALOX15B inhib,PNC assembly inh,12-hLO inh
Cc1cc(C)cc(NC(=S)NCc2ccc3[nH]c4c(c3c2)CCCC4)c1,nt,nt,?,?
CC(C)(C)NC(=O)NC(=O)Cn1ccsc1=N,1,nt,35,-4%
CCCc1cc(-c2nc(-c3ccc(Br)cc3)cs2)ccn1,nt,nt,63,-3%
CCOC(=O)N1CCC(NC(=O)C2CCN(S(=O)(=O)c3cccs3)CC2)CC1,0,4%,15,0%
CN(c1cccc(NC(=O)CCSc2ccccc2)c1)S(C)(=O)=O,14,-6%,35,2%
O=C1CCc2cc(S(=O)(=O)N3CCN(c4cccc(C(F)(F)F)c4)CC3)ccc2N1,-15,-8%,18,-2%
CCCC/C=C/C(NC(=O)OCc1ccccc1Cl)c1ccccc1 (stereo not given),nt,15%,nt,2%
O=C1c2ccccc2C(=O)N1CC1=NCCc2ccccc21,nt,nt,?,-3%
Cc1ccc(N(CC(=O)NCc2ccco2)C(=O)CCC(=O)Nc2ccccn2)cc1C,1,0%,?,-5%
CCN(CC)S(=O)(=O)c1ccc(/C=C/C(=O)Nc2ccc(F)c(F)c2F)cc1,nt,nt,?,1%
COc1ccc(-c2cc3ccc(OCc4nn[nH]n4)cc3oc2=O)cc1OC,-14,-2%,14,-3%
Cc1ccc(C(=O)CCC2CCCCC2=O)cc1 (stereo not given),3,-4%,?,3%
COc1c(C)c2c(c(O)c1CC=C(C)CCC(=O)OCCN1CCOCC1)C(=O)OC2,nt,-9%[0.0915 µM],nt,-1%[0.00818 µM]
O=C(Nc1ccccc1)c1cc2ccccc2[nH]1,nt,nt,?,0%
COc1ccc(CCC(=O)Nc2ccc(Br)cn2)cc1,-5,-6%,?,-15%
Cc1ccc(-n2c(N)c(C(=O)N3CCN(C)CC3)sc2=S)cc1,-5,7%,?,1%
Cc1cc(=O)[nH]c(N/N=C/c2ccc(C)o2)n1,nt,nt,-5,2%
Cc1nn(Cc2ccc(F)cc2)c(C)c1NC(=O)c1noc2c1CCc1ccccc1-2,3,-6%,-6,-2%
CCc1ccc(Nc2nnc(SCC(=O)NCCN3C(=O)CSC3=O)s2)cc1,nt,nt,58,2%
COc1ccc(N2CCN(CCNC(=O)c3nnc(Cc4c(F)cccc4Cl)o3)CC2)cc1,4,19%,27,-1%
CCOc1ccc(N=c2oc3cc(O)ccc3cc2C(=O)NCC2CCCO2)cc1 (stereo not given),-7,-19%,?,9%
NC(=S)Nc1cccc2cnccc12,9,0%,21,4%
N#C/C(=C\c1cccn1-c1ccccc1)C(=O)NC1CCCCC1,15,nt,11,1%
CCOc1cccc(C(=O)c2ccc(O)c(O)c2O)c1,nt,?,nt,?
CCC/C=C(\CCC)C(NC(=O)c1ccc(C(F)(F)F)cc1)c1ccccc1 (stereo not given),nt,-1%,nt,3%
COc1ccc(/C=C(/C#N)C(=O)NC2CCCCC2)cc1Br,7,nt,25,2%
CC1CCN(C(=O)Cn2c(=O)oc3ccccc32)CC1,4,nt,?,5%
O=C1c2ccccc2NC2(CCCCC2)N1N=C1CCCCC1,nt,nt,-27,0%
CCNC(=O)CSc1nc2cc([N+](=O)[O-])ccc2n1-c1cccc(C(F)(F)F)c1,3,nt,21,1%
Cc1ccc(-c2ccc(CCC(=O)O)n2Cc2ccco2)cc1,-10,-13%,-22,?
CCOc1ccc2nc(NC(=O)c3ccc(OCC4CCCO4)cc3)sc2c1 (stereo not given),10,nt,-6,0%
CCC(=O)NC(Nc1ncc(C)s1)(C(=O)OC)C(F)(F)F (stereo not given),?,nt,38,0%
COc1ccc2ccccc2c1/C=C\C(=O)c1ccccc1,nt,0%[11.4 µM],nt,-4%[11.4 µM]
COc1ccc(CNC(N)=O)cc1OC,-3,6%,25,-2%
CCOC(=O)N1CCN(c2c(-c3ccccc3)c3cc(Cl)ccc3[nH]c2=O)CC1,1,-2%,-15,-10%
COc1ccc(CNC(=O)c2csc(Cc3ccc(Cl)cc3)n2)cc1,-2,2%,-106*,-5%
CN(c1cccc(NC(=O)c2ccc(Cl)c(S(=O)(=O)Nc3ccccc3)c2)c1)S(C)(=O)=O,1,-9%,?,11%
Cc1cccc(OCC(=O)N(C)CCc2ccccn2)c1,-5,-27%,-26,-1%
CCOC(=O)COc1c(Br)cc(C2NC(=O)NC(C)=C2C(C)=O)cc1OC (stereo not given),2,nt,28,3%
Cc1nnc(SCC2=C(C(=O)O)N3C(=O)[C@@H](NC(=O)Cn4cnnn4)[C@H]3SC2)s1,nt,10%[0.0915 µM],-8,0%
CC(C)OC(=O)C(C(=O)C(F)(F)F)c1cc(NS(=O)(=O)c2ccc3ccccc3c2)c2ccccc2c1O (stereo not given),21,nt,1,-24%
COC(=O)c1nnn(-c2nonc2N)c1CSc1nc2ccccc2o1,7,-2%,-27,0%
Cn1c(COc2ccc(Br)cc2)nnc1SC1CCc2ccccc2C1=O (stereo not given),3,nt,?,-2%
Cc1nn(C)cc1CNC(=O)c1cccc(F)c1,nt,nt,-98*,8%
Cc1cc(N2CCN(C)CC2)n2nc(-c3ccc(Cl)cc3)nc2n1,nt,1%[11.4 µM],nt,1%[11.4 µM]
CCC(C)(C)n1nnnc1C(c1cc2cc(C)ccc2[nH]c1=O)N1CCCC1 (stereo not given),-4,-14%,?,-2%
COc1cccc(CSc2nnc(-c3ccco3)n2C)c1,-5,-12%,-5,-2%
Cc1c[n+]([O-])n(-c2ccc(C(=O)O)cc2)n1,-9,-5%,-23,-5%
CCOC(=O)C1=C(C)NC(=O)NC1c1ccc(F)cc1 (stereo not given),nt,nt,6,3%
CC(=O)c1ccc(NC(=O)c2ccc(S(=O)(=O)N3CCCC3)cc2)cc1,1,-6%,35,-2%
CC1CCCCC1NC(=O)Cn1cnc2ccccc2c1=O (stereo not given),2,-9%,40,0%
O=C(Nc1ccc(Cl)cc1)N1CCSc2ccccc21,0,-15%,21,-10%
COc1ccc(CCN(C(=O)COc2ccccc2)c2nc(-c3ccccc3)cs2)cc1OC,-5,-8%,8,-7%
Cc1ccc(S(=O)(=O)CCSc2nc(C)cc(C)c2C#N)cc1,-1,-9%,-5,-7%
COc1ccc([N+](=O)[O-])cc1NC(=O)Cc1ccccc1Cl,nt,nt,?,1%
CCCCN(CCCC)S(=O)(=O)c1ccc(NC(=O)Cc2cccs2)cc1,1,?,11,4%
Cc1ccc(S(=O)(=O)N2CCN(CC(=O)NC(=O)NCc3ccccc3)CC2)cc1C,-7,5%,-5,-6%
CCOC(=O)c1[nH]c(C)c(C(=O)Nc2ccc3c(c2)CCC3)c1C,18,13%,23,-8%
O=C(COc1ccc(Cl)cc1)NCc1nnc(SCC(=O)Nc2ccccc2)o1,16,1%,?,6%
COC(=O)C1C(O)CC[C@@H]2CN3CCc4c([nH]c5ccccc45)C3C[C@@H]12 (stereo not given in full),nt,4%&8%,nt,2%&-2%

(listing goes on)
Structure,IMPase cell inh,ALOX15B inhib,PNC assembly inh,12-hLO inh
O=C(Nc1cccc(Cl)c1N1CCCC1)c1cccc(-c2cc3ccccc3oc2=O)c1,-6,-9%,18,1%
O=C(C1CCCCC1)N1CCN(c2ncccn2)CC1,-2,-3%,27,2%
O=C(CCN1CCN(CC(=O)Nc2ccccc2Cl)CC1)Nc1ccccc1F,-4,2%,-22,3%
CN(Cc1cc2ccccc2[nH]c1=O)S(=O)(=O)c1ccccc1,5,-1%,8,-5%
N#Cc1nc(-c2ccc(OCc3ccc(Cl)cc3)cc2)oc1NCc1cccnc1,-6,13%,-14,-5%
C[C@H]1C[C@@H]2[C@@H]([C@@H](O)C[C@@]3(C)[C@H]2CC[C@]3(O)C(=O)CO)[C@@]2(C)C=CC(=O)C=C12,-2[20.6 µM],2%[25.6 µM],nt,2%[25.6 µM]
CCCC(=O)Nc1nnc(CC(=O)OCC)s1,-5,-7%,27,1%
O=C(Nc1nnc(-c2ccc(F)cc2)s1)C1CCN(S(=O)(=O)c2ccc(Cl)cc2)CC1,nt,nt,-7,-1%
Cc1cc(C)c(S(=O)(=O)n2c([N+](=O)[O-])cnc2C)c(C)c1,nt,nt,86,6%
COc1ccc(Cl)cc1NC(=O)C(C)NC(c1ccccc1)c1ccccc1 (stereo not given),-8,nt,17,-1%
COC(=O)c1nc(NC(=O)C(C)(C)C)n[nH]1,-1,6%[2.29 µM],24,1%
Cc1ccc(-c2noc(-c3ccccc3Br)n2)cc1,-3,11%,11,-14%
Cc1oc(-c2ccccc2F)nc1CS(=O)(=O)CC(=O)N1CCN(c2ccccc2)CC1,7,1%,-2,0%
CSCCC1NC(=O)NC1=O (stereo not given),3,1%,-2,4%
CCc1ccc(-c2csc(NC(=O)C3CC(=O)N(c4ccc5c(c4)OCCO5)C3)n2)cc1 (stereo not given),nt,nt,2,-2%
CN=c1sc2ccccc2n1CC(O)COc1ccccc1 (stereo not given),6,4%,18,7%
CSCCNC(C)=O,-1,3%,52,6%
CCOc1ccccc1/C=C(/NC(=O)c1ccccc1)C(=O)NCC(=O)O,?,nt,-16,1%
O=C(NCc1nc2ccccc2[nH]1)c1ccc(S(=O)(=O)N2CCOCC2)cc1,7,13%,-5,5%
C=CCn1c(COc2cccc(C)c2)nnc1SCn1nnc2ccccc2c1=O,nt,nt,-4,-3%
N=C(N)SCc1nc(-c2ccc(Cl)cc2)no1,nt,0%[11.4 µM],nt,7%[11.4 µM]
Cc1ccccc1Cn1cc(NC(=O)CSc2nc3c(c(C(F)(F)F)n2)CCc2ccccc2-3)cn1,2,-7%,9,-1%
Cc1cc(C)n(C(=O)COc2c(C)cccc2C)n1,5,4%,31,5%
CC(=O)Nc1ccc(NC(=O)c2sc3nc4c(c(-c5ccc(C)cc5)c3c2N)CCC4)cc1,-6,-10%,14,-4%
CC(C)C(=O)c1cc2c(cc1NC(=O)c1ccccc1)OCCO2,3,nt,15,4%
CNCCCOc1cccc(OC(C)C)c1,10,5%,37,9%
CCCCCOC(=O)C1=C(C)Nc2nnnn2C1c1ccccc1Cl (stereo not given),5,-2%,-13,-22%
Cc1ccc(NC(=O)CSC2=C(C#N)C(c3ccco3)C3=C(CCCC3=O)N2)cc1 (stereo not given),-1,-17%,13,?
O=C(CCNc1cccc(Cl)c1)c1cccs1,10,-7%,-5,3%
CN(Cc1nc(-c2ccncc2)no1)S(=O)(=O)c1ccc(Cl)cc1,24,7%,-17,-6%
O=C(O)c1ccc(CNc2ccccc2C(=O)O)cc1,-5,1%,-131*,5%
Nc1c(-c2ccc(Cl)cc2)cnn1-c1cccc(C(F)(F)F)c1,3,12%,76,-5%
O=C(c1ccccc1F)N1CCC(O)(c2cccnc2)CC1,?,-4%,11,-3%
CCC(=O)OCCNc1cc(Sc2nc3ccccc3s2)c2nonc2c1[N+](=O)[O-],17,?,16,0%
CC(=O)c1coc2c1cc(O)c1ccccc12,-7,-3%,-18,3%
COC(=O)Nc1ccc(S(=O)(=O)N2CCCCC2C(=O)NCc2ccco2)cc1 (stereo not given),2,-5%,8,5%
CC(=NC(C)C)C1=C(O)C(C)OC1=O (stereo not given),nt,nt,2,-3%

Some of the compounds tested; the hit share may differ from the screen's.
